NSD2 inh = NSD2 histone methyltransferase inhibitors, primary screen, biochemical, AlphaScreen, single concentration, set 2; Histone-lysine N-methyltransferase NSD2 (Homo sapiens), O96028; NSD2 peptide methylation, 120 min; inhibition, % at 12.5 µM; 0.54% of 310,000 active; in the data active = inhibition above about 50%
CDK5 inh = inhibitors of human CDK5/p35 kinase, primary screen, biochemical, single concentration | 0.01% of 330,000 active | inhibition, % at 10 µM | Recombinant CDK5/p35, ADP-Glo luminescence, 60 min | AID 488839, 2010;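 active = highest replicate inhibition of at least 50% and at least 75% of replicates reaching 50%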;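 note: plate controls were DMSO neutral control for no effect and GW8510 at 10 µM for full effect; many of its hits are not listed in these tables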
dFosB activator = activators of delta FosB homodimer, primary screen, biochemical, fluorescence polarization, TAMRA-CDK5 oligo, single point. Protein FosB (Mus musculus), P13346. purified delta FosB; percent of positive-control signal above neutral wells. activation, % at 25 µM. 0.99% of 340,000 active. AID 493131, 2011;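 active = mean activation above about 17%, with every replicate also reaching it, limit read from the data, passing the limit was not always enough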;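 note: fluorescence polarization rise as delta FosB binds a TAMRA Cdk5 AP-1 oligo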
MITF TRPM1 HTS = activators of MITF-driven TRPM1 promoter reporter, primary screen, cell-based, SK-MEL-5, luciferase, single point | SK-MEL-5 TRPM1-promoter luciferase, 24 h; % of positive control, neutral wells = 0 | activation, % at 12.5 µM | 0.75% of 300,000 active;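 active = mean activation of at least 80% with every replicate also reaching 80%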;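 note: 0% = neutral control wells and 100% = parthenolide positive control wells; values of inactives mirror those of a sister screen read the other way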
Pemphigus Ab inh = inhibitors of pemphigus antibody binding to DSG3, primary screen, biochemical, bead-based, flow cytometry, scFv-GFP. binding (percent of control), % at 10 µM. DSG3-coupled beads, scFv-anti-DSG3-GFP binding; stronger effect = lower value. AID 588358, 2011. 0.48% of 310,000 active. Desmoglein-3 (Homo sapiens), P32926;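 active = binding more than 3 SD below its plate's average and above zero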;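 note: hits lower antibody fragment binding to DSG3; some compounds called inactive have numbers as strong as hits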
Target sequence (P32926 whole entry, looked up, the tested form may be a part): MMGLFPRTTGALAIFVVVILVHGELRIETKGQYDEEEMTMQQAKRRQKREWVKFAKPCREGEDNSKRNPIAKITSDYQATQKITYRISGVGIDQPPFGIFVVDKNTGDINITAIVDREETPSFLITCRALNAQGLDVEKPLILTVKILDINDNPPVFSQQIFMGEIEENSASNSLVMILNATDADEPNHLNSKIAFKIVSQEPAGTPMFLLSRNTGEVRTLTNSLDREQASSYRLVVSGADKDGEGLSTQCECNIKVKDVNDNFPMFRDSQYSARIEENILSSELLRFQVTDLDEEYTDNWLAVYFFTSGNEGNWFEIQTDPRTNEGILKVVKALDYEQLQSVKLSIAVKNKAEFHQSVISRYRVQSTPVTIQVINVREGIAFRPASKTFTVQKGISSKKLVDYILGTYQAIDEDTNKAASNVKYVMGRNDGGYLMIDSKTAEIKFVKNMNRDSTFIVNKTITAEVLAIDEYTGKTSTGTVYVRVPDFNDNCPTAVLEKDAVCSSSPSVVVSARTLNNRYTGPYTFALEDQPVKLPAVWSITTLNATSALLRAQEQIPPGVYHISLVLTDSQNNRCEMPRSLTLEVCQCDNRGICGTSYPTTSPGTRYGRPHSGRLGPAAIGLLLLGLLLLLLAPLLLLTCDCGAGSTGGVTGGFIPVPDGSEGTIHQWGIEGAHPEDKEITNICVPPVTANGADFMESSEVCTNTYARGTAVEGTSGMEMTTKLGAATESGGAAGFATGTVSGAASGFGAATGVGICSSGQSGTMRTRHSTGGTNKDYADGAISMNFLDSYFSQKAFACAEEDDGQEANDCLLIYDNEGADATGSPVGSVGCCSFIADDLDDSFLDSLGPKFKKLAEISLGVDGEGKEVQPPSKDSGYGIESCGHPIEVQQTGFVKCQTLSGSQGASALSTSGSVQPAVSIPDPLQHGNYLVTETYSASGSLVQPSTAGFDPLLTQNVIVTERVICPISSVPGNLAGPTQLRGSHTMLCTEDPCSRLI
PKA-R1A act = activators of PKA-R1A holoenzyme, primary screen, biochemical, fluorescence polarization, Cy5-IP20, bovine R1A, mouse PKAc. AID 504707, 2011. activation, % at 11.4 µM. PKA-R1A dissociation; scaled: DMSO 0%, 113 µM cGMP 100%. cAMP-dependent protein kinase type I-alpha regulatory subunit (Bos taurus) + …. 0.083% of 340,000 active;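 active = percent activation above the mean of all tested compounds plus 3 SD, cut at about 19% in these data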;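 note: higher means more PKAc released from R1A so a rise in polarization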
Mot1-301 SUMO = yeast Mot1-301 growth rescue at high temperature, primary screen, SUMOylation pathway inhibitor project, S. cerevisiae, ATP luminescence, 38.5C; growth rescue, % at 18.8 µM; 1% of 320,000 active; AID 2716, 2010; S. cerevisiae Mot1-301 growth rescue; percent above DMSO median, 100 means doubled;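 active = every valid replicate shows activation above 250% relative to neutral control wells; inactive = the rest, any valid replicate at or below 250%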;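 note: OY570 slx delta 5 strain wells were the positive control but not used for scaling; some compounds called inactive have numbers as strong as hits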
SR-BI HDL uptake = inhibitors of SR-BI mediated HDL lipid uptake, primary screen, ldlA[mSR-BI] cells, fluorescence, single point; Scavenger receptor class B member 1 (Mus musculus), Q61009; ldlA[mSR-BI] CHO cells, DiI-HDL uptake fluorescence, 3 h; inhibition, % at 12.5 µM; 0.96% of 320,000 active; AID 488896, 2010;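 active = mean replicate inhibition of at least 70% and a set share of replicates each scoring 70 or more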;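 note: 0% = median of neutral control wells and 100% = median of positive control wells; values of inactives mirror those of a sister screen read the other way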
SR-BI uptake up = activators of SR-BI mediated DiI-HDL uptake, primary screen, ldlA[mSR-BI] CHO cells, DiI fluorescence; 0.096% of 320,000 active; activation, % at 12.5 µM; 3 h; 100 = double the neutral-control signal;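 active = mean replicate activation of at least 60% and every replicate at or above 60%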;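 note: 0% = median plate neutral-control signal and 100% = twice that signal; values of inactives mirror those of a sister screen read the other way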
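system = CHO ldlA[mSR-BI] cells, LDL receptor-null, SR-BI overexpressing | medium = Ham's F12 with 0.5% BSA, HEPES 25 mM, pH 7.4 | probe or stimulus = DiI-HDL 10 µg/mL | compound dosing = single-point compound dose | incubation = compound exposure 3 h, 37 °C | technique = DiI fluorescence, bottom read | read-out = cell-associated DiI fluorescence as measure of HDL uptake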
Arr AP2 block = inhibitors of beta-arrestin/AP2 binding, primary screen, biochemical, GPCR trafficking, flow cytometry | beta-arrestin 1 C-terminal peptide binding to AP2 beta2-adaptin appendage (human) | FITC-arrestin peptide / GST-AP2 beads; AP2 beta2 appendage carries R879A mutation | inhibition, % at 10 µM | 0.31% of 340,000 active | AID 504490, 2011;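 active = inhibition above a set limit, near 3 SD of compounds lacking own fluorescence, cut at about 54% in these data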;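 note: plate controls were DMSO wells for no effect and 5 µM unlabelled arrestin peptide for full effect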
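System: GST-AP2 R879A glutathione beads; medium: PBS, Tween 20 0.05%, BSA 0.1%; reagent: fluorescein-tagged arrestin peptide at 50 nM final; schedule: pre-incubation 12 min, peptide binding 1 h, room temperature; detection: flow cytometry, FL1 (488/535 nm); read-out: inhibition as reduced fluorescein signal on beads, percent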
PKA-R2B act = activators of PKA-R2B holoenzyme, primary screen, biochemical, fluorescence polarization, Cy5-IP20, human | cAMP-dependent protein kinase catalytic subunit beta (Homo sapiens) + cAMP-dependent … | PKA-R2B holoenzyme dissociation; R2B truncated from residue 108, S112A mutant; 0% DMSO only, 100% 113 µM cGMP | activation, % at 11.4 µM | 0.079% of 340,000 active;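 active = activation above a cutoff set at the mean over all compounds plus 3 SD, cut at about 18% in these data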;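 note: higher means more holoenzyme dissociation and a rise in polarization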
* = called active by the depositor; nt = no result given.

cpd	compound	PKA-R2B act	MITF TRPM1 HTS	SR-BI uptake up	SR-BI HDL uptake	Arr AP2 block	CDK5 inh	NSD2 inh	dFosB activator	Pemphigus Ab inh	PKA-R1A act	Mot1-301 SUMO
1	COc1ccc(C)cc1NC(=O)CSc1nnc(-c2cc(C)[nH]n2)n1N	4	7	4	-4	-4	-0.2	-2	-1	98	-12	3
2	O=P(Cc1ccccc1)(c1ccccc1)c1ccccc1	7	10	19	-19	5	nt	-2	-3	97	-4	8
3	CC1(C)CC(=O)c2cc(N=C/C(C(=O)c3ccccc3)=C(\O)c3ccccc3)c(=O)oc2C1	0	18	9	-9	-17	0.5	1	-7	93	-16	-22
4	CCSc1ccccc1C(=O)Nc1nc2ccccc2c(=O)[nH]1	7	2	-18	18	4	-0.2	1	-12	100	-8	2
5	CCCNC(=S)N1CCC(c2nc3cc(C)c(C)cc3[nH]2)CC1	-2	-10	10	-10	-11	-0.3	-2	-3	102	-12	-9
6	COc1ccc(/C=C(\NC(=O)c2cccs2)C(=O)N2CCOCC2)cc1OC	-5	-3	10	-10	-3	-2.0	-3	-8	97	1	-3
7	CCN(C1CCS(=O)(=O)C1)S(=O)(=O)c1cc(C)ccc1C (configuration not stated)	-3	-3	11	-11	23	1.5	-1	-6	114	3	-6
8	O=S(=O)(c1ccc2ccccc2c1)N1CCN(Cc2ccccn2)CC1	-2	0	16	-16	8	-0.5	-1	-8	79	1	15
9	Cc1nn2c3c(cnc2c1-c1ccccc1)C(=O)CCC3	-8	41	11	-11	4	0.4	-2	1	104	10	4
10	COc1ccc(NC(=O)C2CCCC2)cc1S(=O)(=O)N1CCOCC1	4	0	5	-5	0	2.5	-8	5	104	-5	58
11	CC1CCCC(C)N1CC(O)COCc1ccccc1F (configuration not stated)	-9	-7	17	-17	27	0.8	15	2	105	3	265
12	Cc1cc(-c2ccccc2)n[nH]1	-12	4	6	-6	8	0.2	0	1	97	-7	-10
13	N=C(N)c1ccc(Cl)cc1	3	8	7	-7	28	0.3	2	3	102	-1	107
14	COc1cccc(NC(=O)CCc2nnc3ccc(N4CCN(c5cccc(OC)c5)CC4)nn23)c1	-11	-7	7	-7	25	-0.5	nt	-7	103	-1	7
15	O=C1C2CCCCN2C(=O)N1CCCCN1CCN(c2cccc(Cl)c2)CC1 (configuration not stated)	1	-5	10	-10	11	-0.3	-1	-2	109	-2	12
16	Cc1cc(C)c(NC(=O)CSc2nnc(CNC(=O)c3c(F)cccc3Cl)o2)c(C)c1	2	-7	-25	25	-3	0.2	-3	3	100	-4	-10
17	CN(C(=O)CN1C(=O)C2C3CC(C(Br)C3Br)C2C1=O)C1CCCCC1 (configuration not stated)	4	16	7	-7	9	-1.5	-6	-5	103	-4	13
18	CCN(CC(=O)Nc1cc(Cl)cc(Cl)c1)CC(=O)NC1CCS(=O)(=O)C1 (configuration not stated)	-9	2	4	-4	-5	-1.1	-2	-3	89	-7	7
19	CC(=O)c1ccc(NC(=O)C2CCN(S(=O)(=O)c3cccs3)CC2)cc1	3	23	-1	1	-9	0.6	2	-8	103	0	7
20	CC(Sc1ncnc2sc(-c3ccccc3)cc12)C(N)=O (configuration not stated)	2	49	2	-2	-6	0.3	-3	-18	nt	-8	-29
21	O=C(Cn1nnc(-c2ccccc2)n1)OCc1csc(-c2ccccc2)n1	-7	nt	8	-8	-1	0.1	2	-2	98	2	-4
22	CCOC(=O)c1c(C)nc2c(c1C)c(=O)oc1ccccc12	-1	15	-10	10	4	-0.1	-2	-28	89	-5	nt
23	CN(CC1COc2ccccc2O1)C(=S)Nc1ccccc1 (configuration not stated)	-5	-3	10	-10	0	0.1	27	-3	78	-5	3
24	Cc1ccc(NC(=O)COn2nnc3ccc(S(=O)(=O)N(C)C)cc32)cc1F	-11	-2	-19	19	5	0.4	-1	-9	92	-5	-2
25	CCOc1ccc2c(c1)C(N(CCN1CCOCC1)C(=O)Nc1ccc(OC)cc1OC)CC(C)(C)O2 (configuration not stated)	-3	13	nt	nt	13	0.6	6	-25	105	-2	62
26	NS(=O)(=O)c1cc(C(=O)OC2CCOC2=O)ccc1Cl (configuration not stated)	3	-1	nt	-20	17	1.2	0	-4	106	6	10
27	Cn1c(CBr)c(C(=O)c2ccc([N+](=O)[O-])cc2)c(=O)n(C)c1=O	-6	nt	3	-3	-9	2.6	-1	2	111	-7	-2
28	COC(=O)c1ccc(/C=C/c2ccc3cccc(OC(C)=O)c3n2)cc1	-12	52	22	-22	-3	0.8	-1	-4	107	4	-16
29	CCOC(=O)Cc1c(Sc2ccccc2)c2ccccc2n1C	-7	10	12	-12	6	-1.0	-2	10	50	-11	1
30	CC(CCc1ccccc1)NC(=O)COC(=O)C1=COCCO1 (configuration not stated)	-2	3	nt	nt	-4	0.3	-5	2	96	0	8
31	CN(C)S(=O)(=O)c1ccc(C(=O)NCC2(N3CCOCC3)CCCCC2)cc1	-13	18	23	-23	-7	2.8	-3	-6	nt	-6	-21
32	COCCNC(=O)/C(C#N)=C/c1ccc(C)o1	nt	9	9	-9	6	-1.4	-3	-2	101	nt	11
33	CC(C(=O)Nc1ccc([N+](=O)[O-])cc1Cl)N1CCN(S(=O)(=O)c2cccs2)CC1 (configuration not stated)	-4	17	-47	47	32	-0.4	-1	-6	92	-9	11
34	c1cc(-c2n[nH]c(-c3ccncc3)n2)ccn1	0	nt	10	-10	-8	2.0	-1	-6	117	-2	4
35	CC(C)(C)NC(=O)NC(=O)CSc1ncccn1	2	-17	5	-5	-11	1.3	-16	5	94	0	-13
36	O=C(NNC(=O)c1cccs1)c1ccccc1	-2	4	-3	3	1	0.5	-4	-4	100	-5	18
37	Cc1csc(Nc2ccccc2C(F)(F)F)n1	-5	1	-7	7	-9	0.7	1	1	99	3	39
38	Cc1ccc(C)c(S(=O)(=O)c2c(N)n(/N=C/c3ccco3)c3nc4ccccc4nc23)c1	-8	-29	-15	15	12	-1.3	1	-5	80	0	2
39	Cc1ccc(/C=N/NC(=O)Cn2cnc3c2c(=O)n(C)c(=O)n3C)s1	10	3	37	-37	7	-1.2	0	-1	nt	4	5
40	COc1ccccc1C(=O)NNS(=O)(=O)c1ccc(F)cc1	7	-8	27	-27	5	0.6	-2	4	119	-8	2
41	N#Cc1cn(-c2cccc(C(F)(F)F)c2)c(=O)[nH]c1=O	5	nt	0	0	1	2.2	-3	-1	106	-3	-12
42	COc1cccc(N(CC(=O)NC2CCCC2)C(=O)CCC(=O)Nc2nccs2)c1	9	-2	nt	nt	3	0.2	-5	3	nt	14	-19
43	COC(=O)c1ccc(NC(=S)NCCc2ccccc2C)cc1	10	1	10	-10	5	0.7	-1	-7	nt	14	-15
44	CCOC(=O)c1c(NC(=O)CSc2nnc(-c3c[nH]c4ccccc34)n2CC)sc2c1CCCC2	9	nt	-43	43	5	-1.0	nt	-9	104	-8	28
45	CC(NC(=O)C1=CC=CN2CCS(=O)(=O)N=C12)c1ccc(Cl)cc1Cl (configuration not stated)	-2	0	-3	3	7	1.1	1	-5	102	7	nt
46	O=C(NCCNC(=O)c1ccc(Br)o1)c1cccnc1	-3	-5	15	-15	-2	0.2	-1	2	103	5	-5
47	COc1cc(NC(=O)c2cc(=O)[nH]c3ccc(S(=O)(=O)N4CCOCC4)cc23)cc(OC)c1	0	-1	1	-1	-3	-7.0	0	13	88	13	nt

Structural class: the compounds so far containing an aryl thioether with sulfur outside any ring
cpd	compound	PKA-R2B act	MITF TRPM1 HTS	SR-BI uptake up	SR-BI HDL uptake	Arr AP2 block	CDK5 inh	NSD2 inh	dFosB activator	Pemphigus Ab inh	PKA-R1A act	Mot1-301 SUMO
1	COc1ccc(C)cc1NC(=O)CSc1nnc(-c2cc(C)[nH]n2)n1N	4	7	4	-4	-4	-0.2	-2	-1	98	-12	3
4	CCSc1ccccc1C(=O)Nc1nc2ccccc2c(=O)[nH]1	7	2	-18	18	4	-0.2	1	-12	100	-8	2
16	Cc1cc(C)c(NC(=O)CSc2nnc(CNC(=O)c3c(F)cccc3Cl)o2)c(C)c1	2	-7	-25	25	-3	0.2	-3	3	100	-4	-10
20	CC(Sc1ncnc2sc(-c3ccccc3)cc12)C(N)=O (configuration not stated)	2	49	2	-2	-6	0.3	-3	-18	nt	-8	-29
29	CCOC(=O)Cc1c(Sc2ccccc2)c2ccccc2n1C	-7	10	12	-12	6	-1.0	-2	10	50	-11	1
35	CC(C)(C)NC(=O)NC(=O)CSc1ncccn1	2	-17	5	-5	-11	1.3	-16	5	94	0	-13
44	CCOC(=O)c1c(NC(=O)CSc2nnc(-c3c[nH]c4ccccc34)n2CC)sc2c1CCCC2	9	nt	-43	43	5	-1.0	nt	-9	104	-8	28

From PubChem BioAssay
